Assay outcomes deposited in PubChem BioAssay by National Center for Advancing Translational Sciences (NCATS).
Pf growth 96h – inhibits malaria parasite growth, 96 h | hit rate 6.9% among 320,000 | P. falciparum luciferase reporter growth, 96 h | Potency, µM (top dose mostly 28.7 µM), without a hit: top-dose activity change, negative = inhibition, usual class: inhibitors | AID 504834; further: potency means the concentration at half of the fitted maximal effect; on the % scale 0 is the no-effect control and ±100 the full control effect
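Two parasite generations (96 h, 37 C, 5% CO2) of compound exposure in infected erythrocytes (0.05% parasitemia, 2% hematocrit). Luciferase-reporter P. falciparum; decreased luminescence indicates inhibited growth, aimed at apicoplast-acting delayed death.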
Pf growth 48h – inhibits P. falciparum growth in the first generation, 48 h; P. falciparum luciferase growth in erythrocytes, 48 h; Potency, µM (doses to about 28.7 µM), for the others: at the top dose activity change, negative = inhibition, usual class: inhibitors; hit rate 5.9% among 310,000; AID 504832; further: potency means the concentration at half of the fitted maximal effect; on the % scale 0 is the no-effect control and ±100 the full control effect
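Cell-based growth assay: transgenic P. falciparum expressing firefly luciferase, cultured in red cells within RPMI 1640 containing 0.5% w/v Albumax, 24 mM bicarbonate and gentamycin. A drop in luciferase activity indicates inhibition.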
Cycloheximide cs – counter-screen hit for Shiga toxin inhibitors, cycloheximide; AID 2314; hit rate 12% among 300,000; cell reporter, cycloheximide protein synthesis inhibition counterscreen; max response, %; in the data active means max response mostly above about 13%, no sharp cut-off; inactive means mostly below about 14%; further: read at 38.3 µM for the half of the compounds with a filed dose; 0% is about no effect
HCV inhibitor – blocks hepatitis C virus; AID 651820; Potency, µM (highest dose often 41.8 µM), without a hit: top-dose activity change, negative = inhibition, usual class: inhibitors; hit rate 3.4% among 340,000; Huh7.5.1 HCVcc-Cre infection, luciferase reporter, 44 h; further: potency means the concentration at half of the fitted maximal effect; on the % scale 0 is the no-effect control and ±100 the full control effect
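Whole-lifecycle infectious HCVcc-Cre system; cells 1,000/well, compound then virus (~0.5 moi) added 4 h after plating, 44 h culture. Luciferase read 15 sec following 15 min substrate incubation, room temp.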
Shiga toxin inh – inhibitors of Shiga toxin in Vero cells. inhibition, % at 38.7 µM. hit rate 9.2% among 290,000. Vero cells, Shiga toxin protein synthesis inhibition reporter; in the data active means inhibition mostly above about 28%, no sharp cut-off; inactive means mostly below about 43%; further: 0% is about no effect
TbPYK inhibitor – T. brucei pyruvate kinase inhibition; Q57TT1; TbPYK enzyme, Kinase-Glo Plus ATP luminescence, 45 min; Potency, µM (highest dose often 76.8 µM), inactives show top-dose activity, negative = inhibition, hits mostly inhibitors; hit rate 0.12% among 410,000; AID 624173; further: potency means the concentration at half of the fitted maximal effect; on the % scale 0 is the no-effect control and ±100 the full control effect; nearly all actives have a fitted effect of over 50% in size
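ADP (130 uM final) triggers the TbPYK reaction after compound addition; incubation is 45 min at room temperature. Kinase-Glo Plus is then added and luminescence imaged. Normalized data are fitted to concentration-effect curves.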
LmPK inh – LmPK (Leishmania mexicana) enzyme inhibition. hit rate 0.37% among 290,000. purified LmPK, Kinase-Glo ATP luminescence, 1 h. Potency, µM (doses to about 57.5 µM), inactives show at the top dose activity change, negative = inhibition, hits mostly inhibitors; further: potency means the concentration at half of the fitted maximal effect; on the % scale 0 is the no-effect control and ±100 the full control effect
Target sequence (Q27686 whole entry, looked up): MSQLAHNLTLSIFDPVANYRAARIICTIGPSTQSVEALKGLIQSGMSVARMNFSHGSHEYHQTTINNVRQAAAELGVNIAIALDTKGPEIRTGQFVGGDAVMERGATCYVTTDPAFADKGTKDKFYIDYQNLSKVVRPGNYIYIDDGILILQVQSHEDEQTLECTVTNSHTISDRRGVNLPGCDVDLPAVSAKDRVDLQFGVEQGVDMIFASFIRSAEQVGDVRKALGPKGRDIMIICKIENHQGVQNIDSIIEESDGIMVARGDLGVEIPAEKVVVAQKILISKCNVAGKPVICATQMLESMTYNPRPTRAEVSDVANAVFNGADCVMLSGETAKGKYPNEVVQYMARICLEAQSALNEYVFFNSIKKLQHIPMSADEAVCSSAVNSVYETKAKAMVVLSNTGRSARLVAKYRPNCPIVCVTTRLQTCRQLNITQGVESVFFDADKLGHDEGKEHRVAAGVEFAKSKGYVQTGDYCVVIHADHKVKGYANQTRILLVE
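Screened at intermediate enzyme activity to detect both inhibitors and activators: LmPK at 0.1 nM, with a 0.5 nM enzyme column as activation reference. PEP 0.5 mM, ADP 0.1 mM; ATP detected by luminescence after 1 h.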
* marks the source's active call; other numbers are inactive results; ? = inconclusive; / = no result given; & = joins results of further samples; [ ] = dose if it differs, or a comment. Unless noted, the call rests on the fitted dose curve; in most records, active means well fitted curve in the direction sought with a large enough effect; inconclusive means small, poorly fitted or top-dose-only effect, or another doubt; inactive means no such curve, though single readings can be large; an effect the other way counts as inactive or inconclusive.

| SMILES | Pf growth 96h | Pf growth 48h | Cycloheximide cs | HCV inhibitor | Shiga toxin inh | TbPYK inhibitor | LmPK inh |
| --- | --- | --- | --- | --- | --- | --- | --- |
| CN1CCN(CC(=O)Nc2ccc([N+](=O)[O-])cc2C(=O)c2ccccc2)CC1 | 13.5% | -9.8% | -2.6 | ? | 10.1 | -7.8% | 2.8% |
| COc1cc(OC)cc(-n2nnnc2SCC(=O)Nc2nc3c(s2)CCCC3)c1 | / | -6.6% | -4.8 | ? | -18.0 | 0.9% | 5.1% |
| C=CCn1c(C)cc(C(=O)CSc2n[nH]c(N)n2)c1C | 20.5% | / | 27.5* | 4.5% | 98.5 | -24.5% | -2.8% |
| COc1cc(OC)cc(C(=O)NC(=S)Nc2ccc3[nH]c(=O)[nH]c3c2)c1 | -0.5% | -2.0% | -6.5 | 21.4% | 18.9 | 1.0% | -9.1% |
| CCCCOc1c(C(=O)Nc2ccccc2)nnn1-c1ccccc1 | -7.5% | ? | 6.7 | -21.8% | 21.6 | -2.0% | -1.8% |
| Cc1nn(-c2ccccc2)c(C)c1-c1nnc(C(F)(F)F)o1 | 25.2% | 16.0% | 1.8 | -11.2% | -4.1 | 5.7% | 4.1% |
| Cc1nc(-c2ccc(NC(=O)C(C)(C)C)cc2)c(-c2ccccc2)o1 | 4.15µM* | / | -1.4 | ? | 12.5 | -0.1% | -13.1% |
| CC1(C)CC(=O)C2=C(C1)Nc1cc3c(cc1C2c1ccc2c(c1)OCO2)OCO3 (stereo unspecified) | 35.7%[activator] | / | 21.9 | -0.7% | 55.2 | -11.6% | 5.0% |
| COc1ccccc1OCC(O)CO (stereo unspecified) | 20.6% | 13.1% | -1.7 | -12.0% | -2.4 | 3.7% | 3.4% |
| CC(=O)c1cccc(S(=O)(=O)N2CCn3cccc3C2C)c1 (stereo unspecified) | -22.2% | ? | / | ? | / | 0.0% | / |
| O=C(COC(=O)C1CCC1)Nc1ccc(Oc2ccccc2)cc1 | 26.2% | / | 0.5 | 2.3% | -7.2 | -16.1% | -4.9% |
| COc1cc2c(cc1OC)C(C)N(CC(=O)Nc1ccc(C)c(S(=O)(=O)N3CCOCC3)c1)CC2 (stereo unspecified) | ? | ? | -2.9 | 6.2% | 16.2 | -3.2% | 6.6% |
| C/C(=N\NC(=O)c1ccc(F)cc1)c1cccc(NC(=O)c2cccc(F)c2)c1 | -17.4% | ? | 15.6* | ? | 35.1* | -3.5% | 2.2% |
| Cc1cc(NC(=O)COC(=O)COc2ccc3c(c2)CCC3)no1 | 20.3% | 1.2% | -1.5 | 1.7% | -12.5 | -4.1% | 0.8% |
| O=C(c1cc2cc([N+](=O)[O-])ccc2oc1=O)n1cccn1 | 54.9%[activator] | 23.6% | 7.8 | 0.4% | -10.1 | 4.6% | 4.4% |
| CCOC(=O)C1CCCN(S(=O)(=O)c2ccc(F)c(C(=O)Nc3ccc(F)c(F)c3)c2)C1 (stereo unspecified) | / | ? | 8.9 | ? | -8.0 | -4.8%&1.4% | 3.7% |
| CCOc1cc(/C=N/NC(=O)CN(CCc2ccccc2)S(=O)(=O)c2ccc(NC(C)=O)cc2)ccc1O | -101.2% | ? | -2.7 | ? | -7.9 | -6.1% | 0.4% |
| COC(=O)C(CCSC)NC(=O)C(NC(=O)C1CCC(C)CC1)C(C)C (stereo unspecified) | 2.33µM* | 18.3% | -5.0 | 2.3% | -5.8 | -9.6% | 2.9% |
| CC(O)c1nc2ccc(Cc3ccc4nc(C(C)O)[nH]c4c3)cc2[nH]1 (stereo unspecified) | ? | 44.7%[activator] | 13.1 | 17.5% | 18.2 | 5.3% | -1.8% |
| COc1cc(NC(=O)COc2c(C)cc(C)cc2[N+](=O)[O-])c(OC)cc1Cl | -21.4% | -4.1% | -2.9 | -10.9% | -13.6 | 2.8% | 2.0% |
| CC(C)(C)c1ccc(CN2N=Nc3ccccc3S2(=O)=O)cc1 | ? | ? | 5.7 | ? | 9.1 | -0.3% | -12.9% |
| COCCOC(=O)c1[nH]c2c(c1C)C(=O)CC(c1ccc(N(C)C)cc1)C2 (stereo unspecified) | ? | 11.7µM* | 13.9* | 12.6µM* | 13.9 | -0.2% | 3.7% |
| COc1cccc(-c2ccc3ncnc(NCc4cccs4)c3c2)c1 | 4.15µM* | 9.28µM* | / | / | / | 1.3% | / |
| NC(=O)c1ccnc2c(O)cccc12 | 11.7µM* | ? | / | / | / | -3.0% | / |
| COc1ccc(NC(=O)c2cc(-c3ccncc3)nc3ccc(Br)cc23)cc1OC | 31.3%[activator] | 13.1µM* | -1.5 | 12.6µM* | 30.0 | -10.7% | 1.8% |
| CC(NC(=O)COC(=O)Cc1ccsc1)c1ccccc1 (stereo unspecified) | 4.2% | 5.1% | -2.7 | 5.3% | 14.2 | 0.0% | 2.5% |
| O=c1oc(-c2ccco2)nc2c1cnn2-c1ccccc1 | -5.1% | -4.0% | -2.8 | -5.9% | -15.3 | -10.4% | -3.4% |
| O=C(C[n+]1cc(-c2ccc(Cl)cc2)n2c1CCC2)N1c2ccccc2Sc2ccccc21 | ? | 1.65µM* | -2.2 | -5.1% | -0.5 | 14.5% | -4.8% |
| COC(=O)C(Cc1ccc(O)cc1)NC(=O)C(CC(=O)OC(C)(C)C)NC(=O)OC(C)(C)C (stereo unspecified) | 55.2% | 19.7% | 4.8 | 16.6% | -7.7 | 0.5% | 15.7% |
| COc1ccc(OC)c(NC(=O)CCNS(=O)(=O)c2ccc3[nH]c(=O)oc3c2)c1 | 12.1% | -0.6% | -1.5 | 5.8% | -1.2 | -2.0% | 0.9% |
| Cc1ccc(S(=O)(=O)N(CC(=O)NCc2ccco2)C2CCCCC2)cc1 | ? | ? | 4.1 | 3.55µM* | 10.1 | -2.9% | 1.9% |
| COc1ccc(C(CNC(=O)Cc2ccc(Cl)c(Cl)c2)N(C)C)cc1 (stereo unspecified) | -13.4% | -17.4% | 9.7 | ? | 13.4 | 1.4% | 15.7% |
| Cc1nc2cc(-c3cccc(F)c3)nn2c(C)c1CCC(=O)N1CCN(c2ccccn2)CC1 | ? | 10.1% | 5.5 | 7.8% | 14.2 | 0.4% | 2.8% |
| COC(=O)/C=C/c1ccc2c(c1)OCO2 | -1.9% | ? | 22.1* | 14.8% | 83.4* | -3.1% | -0.6% |
| Cc1cc2oc(=O)cc(CN(C)Cc3ccccc3F)c2cc1Cl | 56.4%[activator] | 60.1%[activator] | 10.9 | 8.4% | 28.6 | 4.0% | -0.6% |
| CC(=O)NC1CCC(C(=O)O)(c2ccccc2)C1 (stereo unspecified) | ? | 7.8% | -5.9 | 2.5% | -7.0 | -6.9% | 0.8% |

Among those listed so far, these contain a tert-butyl group.
| SMILES | Pf growth 96h | Pf growth 48h | Cycloheximide cs | HCV inhibitor | Shiga toxin inh | TbPYK inhibitor | LmPK inh |
| --- | --- | --- | --- | --- | --- | --- | --- |
| Cc1nc(-c2ccc(NC(=O)C(C)(C)C)cc2)c(-c2ccccc2)o1 | 4.15µM* | / | -1.4 | ? | 12.5 | -0.1% | -13.1% |
| CC(C)(C)c1ccc(CN2N=Nc3ccccc3S2(=O)=O)cc1 | ? | ? | 5.7 | ? | 9.1 | -0.3% | -12.9% |
| COC(=O)C(Cc1ccc(O)cc1)NC(=O)C(CC(=O)OC(C)(C)C)NC(=O)OC(C)(C)C (stereo unspecified) | 55.2% | 19.7% | 4.8 | 16.6% | -7.7 | 0.5% | 15.7% |

Continued:
| SMILES | Pf growth 96h | Pf growth 48h | Cycloheximide cs | HCV inhibitor | Shiga toxin inh | TbPYK inhibitor | LmPK inh |
| --- | --- | --- | --- | --- | --- | --- | --- |
| O=C(Nc1ccccc1)c1ccc(NCc2cccnc2)c(S(=O)(=O)N2CCOCC2)c1 | ? | ? | 1.2 | ? | 6.2 | 5.3% | -0.4% |
| O=C(COC(=O)c1cccc(S(=O)(=O)N2CCCCC2)c1)NC1CCCc2ccccc21 (stereo unspecified) | -21.8% | 5.9% | 1.4 | 18.0% | -14.0 | -12.7% | 6.5% |
| O=C(CCN1CCN(C/C=C/c2ccccc2)CC1)Nc1cccc(F)c1 | 13.2% | -10.8% | -5.7 | ? | -9.7 | -6.7% | -6.3% |
| COc1cc(-c2cc(=O)c3c(O)c(OC)c(OC)c(O)c3o2)ccc1O | 92.9%[activator] | 1.1% | 5.1 | -29.6% | 21.3 | ? | -0.1% |
| O=C(OCC(=O)N1CCCC1)c1ccc(O)cc1 | 47.2%[activator] | 33.5%[activator] | 11.0 | -3.0% | 31.5 | 2.5% | -4.7% |
| CCCCSC1=NN1c1nc(N)nc(C)c1CC | 8.28µM* | / | 7.9 | -1.9% | 16.9 | / | 6.6% |
| CCCc1cc(=O)n2[nH]c(SCc3ccccc3)nc2n1 | / | -20.2% | -5.1 | 19.5% | -15.0 | 11.9% | -1.8% |
| O=C(NCc1n[nH]c(=S)n1-c1ccccc1Cl)c1ccc(S(=O)(=O)N2CCCCC2)cc1 | ? | -22.3% | 7.2 | 8.7% | 5.9 | ? | -6.7% |
| Cc1cc(C(=O)COC(=O)c2cccs2)c(C)n1-c1c(C)n(C)n(-c2ccccc2)c1=O | 17.1% | 15.2% | 16.4 | ? | 14.6 | -1.9% | 4.0% |
| C=CCN(C(=O)c1cccc(S(=O)(=O)N2CCN(C)CC2)c1)c1nc(-c2ccccc2)cs1 | ? | / | 0.7 | 25.1µM* | -10.5 | 0.6% | 1.9% |
| CN(Cc1ccc(C(C)(C)C)cc1)C(=O)c1ccc2c(=O)n3c(nc2c1)CCC3 | ? | 13.1µM* | / | -10.8% | / | 1.3% | / |
| CC(C)OP(=O)(OC(C)C)C(Nc1ccccc1)c1cccc2c1OCO2 (stereo unspecified) | ? | ? | 22.9* | 6.8% | 11.1 | 0.2% | 6.0% |
| CCOC(=O)C1(Cc2ccc(OC)cc2)CCN(C(=O)c2sc(C)nc2C)CC1 | 8.7% | -8.5% | -0.7 | ? | 18.2 | -3.1% | -0.5% |
| Cc1ccc(O)c(C(=O)c2cnn(-c3ccc(S(=O)(=O)N4CCOCC4)cc3[N+](=O)[O-])c2)c1 | 17.2% | -0.8% | -3.3 | 3.5% | -5.8 | -9.2% | 2.3% |
| COc1cc(CCC(=O)NNC(=O)c2cccc(Cl)c2)cc(OC)c1OC | -9.1% | -3.6% | -7.9 | -29.7% | 20.5 | 0.4% | 1.7% |
| O=C(CCN1C(=O)/C(=C/c2ccccc2Cl)SC1=S)NCCCN1CCOCC1 | 13.1µM* | ? | 8.8 | ? | 4.6 | 3.0% | 3.2% |
| Cc1cccc(OCc2ccc(C(=O)N3CCOCC3)o2)c1 | -2.2% | 20.8% | 4.7 | -9.0% | 7.3 | -0.7% | -4.0% |
| Cc1cc(Br)ccc1OCCn1ccnc1 | ? | -10.8% | -5.2 | 0.9% | 13.4 | 0.0% | 0.8% |
| Cc1ccc(C)c(Cn2cnc3c(cnn3C(C)(C)C)c2=O)c1 | 18.2% | ? | 8.5 | ? | -0.1 | -3.3% | 1.6% |
| COc1ccc(C(=O)Nc2cccc(-c3ccc4nncn4n3)c2)cc1OC | ? | 4.9% | 1.4 | -19.5% | 16.1 | -6.7% | 1.8% |
| Nc1nnc(SCc2ccc3c(c2)OCO3)s1 | -0.6% | 20.4% | 13.3 | -4.4% | 58.0 | -6.1% | -8.8% |
